SENP1 inh = human SENP1 catalytic domain inhibitors, primary screen, biochemical, FRET, uHTS | Sentrin-specific protease 1 (Homo sapiens), Q9P0U3 | recombinant SENP1 catalytic domain, CyPet-SUMO1-YPet FRET cleavage | inhibition, % at 10 µM | hit rate 0.21% among 360,000;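 active = inhibition at least 30% at 10 µM, raw YFP signal under a set limit, fluorescence ratio 0.5 to 1.5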;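 also: 0% = enzyme with DMSO and 100% = no enzyme wells; some results filed as inactive read as strong as hits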
Target sequence (Q9P0U3 419-644 limits assumed): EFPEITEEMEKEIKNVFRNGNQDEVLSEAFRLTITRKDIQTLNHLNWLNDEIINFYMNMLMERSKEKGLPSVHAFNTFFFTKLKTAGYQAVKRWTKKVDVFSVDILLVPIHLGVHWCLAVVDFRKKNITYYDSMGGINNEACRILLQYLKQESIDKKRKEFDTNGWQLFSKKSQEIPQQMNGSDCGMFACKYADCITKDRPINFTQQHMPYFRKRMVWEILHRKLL
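Test system: recombinant human SENP1 catalytic domain, His6-tagged / Medium: pH 8 Tris buffer with EDTA, NaCl, BME, BSA, NP40, catalase / Also added: SUMO1 FRET substrate flanked by Cypet and Ypet, 25 nM / Times: 50 min reaction at room temperature / Signal: FRET, CFP and YFP emission / Control set: no-enzyme low control and enzyme-plus-DMSO high control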
MPTP block = mitochondrial permeability transition pore inhibitors, primary screen, biochemical, isolated mouse mitochondria, absorbance. Ca2+ swelling absorbance, 30 min. inhibition, % at 10 µM. hit rate 1.4% among 360,000. AID 602449, 2012;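 active = inhibition of 50% or more, scaled per plate between neutral and stimulator controls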;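 also: 0% = DMSO wells given calcium and 100% = 1 mM EGTA wells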
SENP8 block = human SENP8 protease inhibitors, primary screen, biochemical, fluorescence, Nedd8 protein substrate, uHTS | Sentrin-specific protease 8 (Homo sapiens), Q96LD8 | recombinant SENP8 | inhibition, % at 20 µM | hit rate 0.64% among 360,000; in the data active = inhibition mostly above about 40%, no sharp cut-off; inactive = mostly below about 27%
Target sequence (Q96LD8 whole entry, looked up): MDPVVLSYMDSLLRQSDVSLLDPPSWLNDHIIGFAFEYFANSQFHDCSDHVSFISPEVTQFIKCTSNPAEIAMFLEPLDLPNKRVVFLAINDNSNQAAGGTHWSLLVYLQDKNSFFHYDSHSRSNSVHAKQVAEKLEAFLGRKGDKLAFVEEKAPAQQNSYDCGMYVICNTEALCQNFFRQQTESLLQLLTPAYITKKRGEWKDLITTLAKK
* = called active by the depositor. The list is partial; rates above refer to the full screens.

Below each compound – SENP1 inh	MPTP block	SENP8 block
> CCCNC(=O)c1cc(C2CCCCN2C(=O)OCC(C)C)on1 (stereo not given)
 : 0.3	0.5	10.5
> CC(O)(c1ccccc1)c1nc(-c2cc3ccccc3o2)cs1 (stereo not given)
 : 1.7	26.3	-7.9
> Cc1cc(Br)cn2c(Cc3ccsc3)c(-c3ccc(Cl)cc3)nc12
 : 3.8	1.8	-7.6
> CCCCc1ccc(S(=O)(=O)NC(=O)C2(C)CCN2C(=O)c2cccc(F)c2)cc1 (stereo not given)
 : -0.7	-0.5	17.3
> NC(Cc1ccc(C(F)(F)F)cc1)c1csc(Nc2ncccn2)n1 (stereo not given)
 : -2.8	3.5	14.7
> Cn1cnc(S(=O)(=O)N2CCCC(c3cc(C(=O)Nc4ccc(F)c(Cl)c4)no3)C2)c1 (stereo not given)
 : 1.3	0.6	10.8
> C[C@H](CO)N1C[C@H](C)[C@@H](CN(C)C(=O)c2ccc(N3CCN(C)CC3)cc2)OCc2cnnn2CCCC1=O
 : 0.3	-0.9	9.2
> O=C(Nc1ccc2c(c1)OCCO2)C(C1CC1)N1CCN(c2ccc(C(F)(F)F)cn2)CC1 (stereo not given)
 : -0.1	0.2	1.3
> O=C(Nc1cccn2nc(COCCO)nc12)C(c1ccccc1)c1ccccc1
 : -0.1	-3.0	11.1
> CCCCC(=O)N(C)c1c(C)nc2ccc(C(=O)N3CCN(c4ccccc4)CC3)cn12
 : -0.6	-0.7	10.5

Remaining list, next part
Below each compound – SENP1 inh	MPTP block	SENP8 block
> Cc1ccc2ccccc2c1C(O)c1ncc(-c2ccc(C(F)(F)F)cc2)[nH]1 (stereo not given)
 : -1.5	3.5	4.7
> CCc1nc2ccc(C(=O)Nc3ccc(OC)c(OC)c3)cn2c1N(CC)CCOC
 : -1.4	-0.1	3.0
> NC(Cc1ccc(C(F)(F)F)cc1)c1csc(NC(=O)Nc2ccccc2Cc2ccccc2)n1 (stereo not given)
 : 0.8	8.6	23.6
> O=C1NC[C@@H](CCCCN2CCN(Cc3ccccc3)C(=O)C2=O)N(CCC2CCCCC2)C1=O
 : -1.2	0.0	14.0
> COc1cccc(-c2csc(Nc3ccc(Oc4ccccc4)cc3)n2)c1
 : 2.3	0.7	14.3
> CCCCn1nnnc1C(c1ccccc1)N1CCN(c2ccc(C)cc2)CC1 (stereo not given)
 : 0.4	1.1	6.0
> Cc1ccc(S(=O)(=O)C[C@@H]2OC3CCCCC3N2S(=O)(=O)c2ccc(C)cc2)cc1 (stereo not given in full)
 : 3.7	-0.3	21.4
> COc1ccc(C2=Nc3ccccc3N(C(=O)c3cccnc3)C2C(=O)NC(C)(C)C)cc1 (stereo not given)
 : 1.5	2.2	-30.7
> Cc1csc(-c2cc(C(=O)NCc3cc(C(F)(F)F)cc(C(F)(F)F)c3)n[nH]2)c1
 : -1.6	71.9*	16.0
> CC(=O)Nc1ccc(CNc2nc3cc(-c4cccc(C(F)(F)F)c4)sc3c(=O)n2C)cc1
 : -1.4	-1.6	-144.5

(further entries)
Below each compound – SENP1 inh	MPTP block	SENP8 block
> CC(C)(C)N1C(=O)c2ccccc2NC(=O)C1C(=O)NCCc1ccccc1F (stereo not given)
 : 0.2	0.2	8.6
> CC(C)c1ccc(NC(=O)N2CCc3nc(NCc4cccc(Oc5ccccc5)c4)ncc3C2)cc1
 : -26.8	9.4	-137.7
> O=C(Nc1ccccc1)c1cc(C2CCCCN2S(=O)(=O)Cc2cccc(C(F)(F)F)c2)on1 (stereo not given)
 : 1.2	4.6	17.4
> CC(=O)c1ccc(OCc2nnn(CC(=O)NS(=O)(=O)Cc3ccccc3)c2-c2ccccc2)cc1
 : 0.8	0.6	5.5
> CO[C@H]1CN(C)C(=O)c2ccc(NC(=O)c3ccc4c(c3)OCO4)cc2OC[C@H](C)N(CC2CC2)C[C@@H]1C
 : 1.4	3.5	10.8
> CCOc1cc(OCC)cc(C(=O)N2CCC[C@@H]2C(=O)N2CCC[C@@H]2C(=O)NCc2ccccc2Cl)c1
 : -1.6	-0.5	12.3
> CC(C)(C)C(=O)Nc1nnc([C@H]2C[C@H](O)[C@@H](CO)O2)s1
 : -0.1	0.8	-0.9
> CCc1nc2ccc(C(=O)N3CCN(C)CC3)cn2c1N(C)CCCc1ccccc1
 : -18.1	-0.2	8.7
> CC(C)C[C@H]1CNC(=O)C(=O)N1C[C@H]1CCCN1C[C@H](CC(C)C)N1C[C@H](Cc2ccccc2)N(CC2CCCCC2)C(=O)C1=O
 : 1.0	-2.0	13.6
> O=C1O[C@@H](c2ccccc2)C[C@@H](O)C(=O)CCCc2ccccc21
 : 3.3	0.6	14.9

Further compounds:
Below each compound – SENP1 inh	MPTP block	SENP8 block
> COc1cc(C(O)c2nc(-c3cccs3)cs2)ccc1F (stereo not given)
 : -1.2	0.6	6.7
> COc1ccc(NC(=O)c2sc(=O)n(Cc3ccc(F)c(Cl)c3)c2C)cc1OC
 : 1.3	-1.4	13.8
> CC1Cn2c(Cc3ccccc3)nnc2S1 (stereo not given)
 : -0.5	-1.0	16.8
> COc1ccc(C(NC(=O)C2CCN(CCOc3ccc(Cl)cc3)CC2)c2cccs2)cc1 (stereo not given)
 : -2.3	5.0	16.2
> CCOC(=O)C1=CCN(S(=O)(=O)c2ccc(C)cc2)C1c1cccc(C)c1 (stereo not given)
 : 0.0	0.7	11.6
> CCOC(=O)[C@]12CCC=C1N(Cc1cccc3ccccc13)C(=O)[C@H](CC(=O)N1CCN(C(=O)c3ccco3)CC1)C2
 : 2.0	-0.7	16.1
> COc1cc(-c2cc(NC=O)c3ncc(-c4cccc(C(=O)N(C)C)c4)n3c2)cc(OC)c1OC
 : -7.4	-0.7	-284.8
> Cc1cccc(C)c1-n1nnnc1C(c1cc2ccccc2o1)N1CCN(C/C=C/c2ccccc2)CC1 (stereo not given)
 : -0.1	4.8	24.9
> CS(=O)(=O)c1ccc(Nc2nc(C(N)c3ccccc3Cl)cs2)cc1 (stereo not given)
 : 0.2	0.3	-425.8
> COc1ccc(C(=O)C[C@@H]2OC3CCCCC3N2S(=O)(=O)c2ccc(C)cc2)cc1OC (stereo not given in full)
 : 2.0	0.8	13.8

More structures
Below each compound – SENP1 inh	MPTP block	SENP8 block
> CC(C)N(C)c1ncnc2c1ncn2[C@H]1CN(Cc2ccccc2)C[C@@H](CO)O1
 : 0.7	-0.2	8.4
> CC1(C(=O)NS(=O)(=O)C2CC2)CCN(C(=O)COc2ccc(Cl)cc2Cl)C1 (stereo not given)
 : 1.1	0.4	10.8
> CC(OC(=O)c1ccc(S(C)(=O)=O)c([N+](=O)[O-])c1)C(=O)NC1C2CC3CC(C2)CC1C3 (stereo not given)
 : 1.9	-0.2	11.7
> COC(=O)CCCn1cc(CN2CC(N3CCN(Cc4cccc(C)c4)CC3)CS2(=O)=O)nn1 (stereo not given)
 : -0.5	0.1	23.0
> Cc1nc2ccccc2n1C(C)c1nc2ccccc2n1CC(=O)c1ccsc1 (stereo not given)
 : -0.2	1.7	15.9
> CCCCNC(=O)C[C@@H]1C[C@@]2(C(=O)OC)CCCCC=C2N(Cc2ccc3c(c2)OCO3)C1=O
 : 3.6	1.3	32.4
> O=C(NC1CCCCC1)c1nc(-c2c(F)cccc2F)oc1-c1ccccc1
 : -3.1	11.9	-143.8
> O=c1[nH]c(=S)[nH]c2c1C(c1ccc(F)cc1)OC(CCOCc1ccccc1)C2 (stereo not given)
 : -1.5	-1.3	-2.3
> Cc1ccccc1CN1C(=O)CN(S(C)(=O)=O)CC1(C)C(=O)Nc1ccc2c(c1)OCCO2 (stereo not given)
 : -5.5	-0.2	17.6
> Fc1ccc(-c2nc3c4ccccc4ccn3c2CC2CCCCC2)cc1
 : -6.4	2.7	-240.2

Going on with the list.
Below each compound – SENP1 inh	MPTP block	SENP8 block
> COc1ccc(C(O)c2ncc(-c3cccc(C(F)(F)F)c3)[nH]2)cc1 (stereo not given)
 : -0.5	1.2	24.7
> CCc1nc2ccc(C(=O)NCCCn3ccnc3)cn2c1N(C)C(=O)C1CCCCC1
 : -0.4	-0.4	-27.2
> Cc1ccc(Cc2c(-c3ccco3)nc3c4ccccc4ccn23)cc1
 : -21.2	0.0	-367.4
> O=C(NCCc1cccs1)Nc1nnc([C@H]2C[C@H](O)[C@@H](CO)O2)s1
 : 1.4	-0.8	2.0
> CCOc1ccc(CCN2C(=S)N([C@@H](Cc3ccc(O)cc3)CN3CCC[C@@H]3CN3C(=S)NC[C@@H]3Cc3ccccc3)C[C@@H]2CC(C)C)cc1
 : 2.8	0.2	10.6
> CCCCn1nnnc1C(c1ccccc1)N1CCN(CC)CC1 (stereo not given)
 : 1.2	5.7	9.4
> Cc1ccc(S(=O)(=O)N2CCC(=O)N([C@H](COCc3ccc(Cl)cc3)C(C)C)CC2)cc1
 : -0.3	-0.4	6.8
> CC(=O)N1CCc2cc(NC(=O)C3(C)CCN3CCc3ccccc3)ccc21 (stereo not given)
 : 0.4	-0.2	9.9
> COc1ccc(NC(=O)c2cc(-c3ccc(F)cc3OC)n[nH]2)c(OC)c1
 : -0.4	1.3	6.1
> CCn1nccc1NC(=O)c1ccc2sc([C@@H]3O[C@H](CO)[C@H](O)[C@H](O)[C@H]3O)nc2c1
 : -0.8	0.5	2.2

New compounds follow.
Below each compound – SENP1 inh	MPTP block	SENP8 block
> Cc1cc(C)n2c(Nc3c(C)cccc3C)c(CC(C)C)nc2n1
 : 6.8	1.8	-7.5
> Cc1ccccc1S(=O)(=O)NCC[C@@H]1CC[C@@H](NC(=O)C2CCCC2)[C@@H](CO)O1
 : 2.3	-0.1	12.7
> CC1(C(=O)NS(=O)(=O)c2ccc(Cl)cc2)CCN1C(=O)Cc1ccccc1Cl (stereo not given)
 : 2.1	-1.0	21.3
> O=C(CC[C@H]1O[C@@H](n2cnc3c(NC(=O)c4ccccc4)ncnc32)[C@H](O)[C@@H]1O)NCc1ccccn1
 : 0.9	0.5	18.4
> CCc1nc2c(OCc3ccc(Cl)cc3)cccn2c1N(C=O)Cc1ccc(OC)cc1
 : -6.5	2.0	-4.2
> c1ccc(-c2nc3ccccc3n2C(c2ccccc2)c2nc3ccccc3[nH]2)cc1 (stereo not given)
 : -16.5	2.0	-36.6
> O=C(O)c1cc(Cl)n[nH]c1=O
 : -1.6	0.1	-4.5
> CCOC(=O)[C@]12CCCC=C1N(Cc1ccco1)C(=O)[C@H](CC(=O)N1CCOCC1)C2
 : -0.6	-1.5	8.6
> N#Cc1ccc(C(C(=O)NCc2ccccc2)n2c(=O)c(-c3cc4ccccc4[nH]3)nc3ccccc32)cc1 (stereo not given)
 : -18.7	3.0	-415.1
> O=C(/C=C/[C@H]1O[C@@H](n2cnc3c(NC(=O)c4ccccc4)ncnc32)[C@H](O)[C@@H]1O)N[C@@H](CO)Cc1c[nH]c2ccccc12
 : 0.6	-0.4	12.8

Next section; it opens with the 2 that closed the last part.
Below each compound – SENP1 inh	MPTP block	SENP8 block
> N#Cc1ccc(C(C(=O)NCc2ccccc2)n2c(=O)c(-c3cc4ccccc4[nH]3)nc3ccccc32)cc1 (stereo not given)
 : -18.7	3.0	-415.1
> O=C(/C=C/[C@H]1O[C@@H](n2cnc3c(NC(=O)c4ccccc4)ncnc32)[C@H](O)[C@@H]1O)N[C@@H](CO)Cc1c[nH]c2ccccc12
 : 0.6	-0.4	12.8
> Cc1ccc(S(=O)(=O)NC(=O)C2(C)CCN2C(=O)c2cccc(F)c2)nc1 (stereo not given)
 : 0.7	-2.2	19.7
> O=C(NCc1ccc(F)cc1)c1cc(C2CCCCN2C(=O)c2cccs2)on1 (stereo not given)
 : -0.1	0.5	12.4
> CC(O)(c1cccc(F)c1)c1nc(-c2cc3ccccc3o2)cs1 (stereo not given)
 : 4.8	10.5	5.3
> CC(C)n1c(=O)c2ccccc2n1Cc1cn(Cc2ccccc2)nn1
 : 1.4	-0.4	-356.0
> Nc1nc2ccccc2cc1C(=O)NCc1ccc(Cl)cc1Cl
 : -32.3	67.1*	-405.6
> CCCC(=O)N1CCC1(C)C(=O)Nc1ccc(OC(F)F)cc1 (stereo not given)
 : 2.3	1.2	29.5
> COC(=O)c1ccc2nc(-c3ccc(F)cc3)c(Cc3ccccc3C(F)(F)F)n2c1
 : -5.5	2.4	-375.0
> Cc1ccccc1-c1cc2nc(NCc3ccccc3)n(C)c(=O)c2s1
 : 2.4	0.5	-41.0
> CC(=O)c1cccc(-c2ccnc3c2CC(C(=O)Nc2ccccc2)O3)c1 (stereo not given)
 : -1.6	0.1	6.8
> CCCCNS(=O)(=O)c1cccc(NC(=O)[C@@H]2O[C@H](CO)[C@@H](O)[C@H]2O)c1
 : 1.1	-1.0	7.2

Taken from above:
SENP1 inh, COC(=O)c1ccc2nc(-c3ccc(F)cc3)c(Cc3ccccc3C(F)(F)F)n2c1 : -5.5
MPTP block, CC(O)(c1cccc(F)c1)c1nc(-c2cc3ccccc3o2)cs1 (stereo not given) : 10.5

Other records
Below each compound – SENP1 inh	MPTP block	SENP8 block
> O=C(NCCc1ccccc1)C1Cc2c(-c3ccc(Cl)cc3)ccnc2O1 (stereo not given)
 : -0.6	-1.4	5.8
> CC1(C(=O)NCCc2c[nH]c3ccccc23)CCN1CC1CCCCC1 (stereo not given)
 : 1.5	1.8	21.2
> COc1ccc(OC)c(S(=O)(=O)NC(=O)C2(C)CCN2C(=O)Cc2ccc(Cl)cc2Cl)c1 (stereo not given)
 : 2.9	0.2	17.8
> COc1ccc(-n2nnnc2C(CCc2ccccc2)N2CCN(C/C=C/c3ccccc3)CC2)cc1 (stereo not given)
 : -3.4	2.6	29.5

Bioassay records: PubChem, Sanford-Burnham Center for Chemical Genomics
